Screening results from PubChem BioAssay.
HTT ATP protect – cytoprotection in Huntington HTT-Q103 PC12 cell model. PC12 HTT-Q103 induced, cytoprotection, ATP luminescence, 40 h. Potency, µM (titrated, usually from 56.4 µM), for inactives: cytoprotection (ATP increase), hits mostly activators. hit rate 0.14% among 230,000. AID 1471;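 note: % of control where 0% means no effect; nearly all actives have a fitted effect of over 45% in size; toxic huntingtin expression switched on by the ecdysone agonist tebufenozide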
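PC12 cells with ecdysone-inducible HTT exon 1 Q103-GFP, induced with 100 nM tebufenozide and co-treated with library compounds in a dose series (1536-well, 1500 cells/well). Cytoprotection read as ATP content by ATPlite luminescence.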
GAA glycogen mod – alters human alpha-glucosidase cleavage of glycogen; P10253; Potency, µM (series often up to 76.4 µM), for the others: at the highest dose activity change, negative = inhibition, hits mostly inhibitors; recombinant GAA, glycogen substrate, Amplex Red glucose oxidase fluorescence; hit rate 0.38% among 300,000;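 note: 0% = full enzyme reaction and -100% = no-enzyme basal signal; the screen sought inhibitors and activators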
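Natural-substrate format: glycogen cleavage by 4 nM human enzyme, glucose read by Amplex Red coupling (Ex 573, Em 610 nm). Normalized to enzyme and no-enzyme controls.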
GAA inhib – blocks human lysosomal alpha-glucosidase | P10253 | purified human GAA, 4-MU-alpha-glucoside fluorescence | hit rate 0.005% among 200,000 | Potency, µM (highest dose often 76.9 µM), for the others: at the highest dose activity change, negative = inhibition, actives largely listed as inhibitors;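 note: plate controls were uninhibited enzyme wells for no effect and no-enzyme background for full effect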
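Read-out is 4-methylumbelliferone fluorescence (Ex 365/Em 440 nm) after NaOH/glycine stop at pH 10. Enzyme 4 nM, substrate 400 uM, pH 5.0 citrate buffer, 20 min room temperature; AC50 from Hill-equation concentration-response.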
GAA spleen mod – lysosomal alpha-glucosidase (human) modulation; human spleen homogenate, 4-MU-alpha-glucoside fluorescence; hit rate 0.006% among 240,000; AID 2112; Potency, µM (titrated, usually from 79.9 µM), without a hit: at the top dose activity change, negative = inhibition, hits mostly inhibitors;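 note: 0% = enzyme with vehicle and -100% = no enzyme basal signal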
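Human spleen homogenate (1 ug) with 4-methylumbelliferyl-alpha-D-glucopyranoside (1 mM final) in 50 mM citrate/phosphate pH 5.0, 0.01% Tween-20; 40 min at 37 C. Stopped at pH 10; 4-MU fluorescence Ex 365/Em 440 nm; AC50 by Hill fit.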
GLA spleen mod – inhibitors or activators of human alpha-galactosidase in spleen homogenate; P06280; human spleen homogenate, 4MU-alpha-Gal fluorescence, 40 min; Potency, µM (highest dose often 80 µM), for inactives: at the highest dose activity change, negative = inhibition, most hits filed as inhibitors; hit rate 0.008% among 240,000; AID 2107;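 note: 0% = enzyme with vehicle and -100% = no enzyme basal signal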
Target sequence (P06280 32-429 limits assumed): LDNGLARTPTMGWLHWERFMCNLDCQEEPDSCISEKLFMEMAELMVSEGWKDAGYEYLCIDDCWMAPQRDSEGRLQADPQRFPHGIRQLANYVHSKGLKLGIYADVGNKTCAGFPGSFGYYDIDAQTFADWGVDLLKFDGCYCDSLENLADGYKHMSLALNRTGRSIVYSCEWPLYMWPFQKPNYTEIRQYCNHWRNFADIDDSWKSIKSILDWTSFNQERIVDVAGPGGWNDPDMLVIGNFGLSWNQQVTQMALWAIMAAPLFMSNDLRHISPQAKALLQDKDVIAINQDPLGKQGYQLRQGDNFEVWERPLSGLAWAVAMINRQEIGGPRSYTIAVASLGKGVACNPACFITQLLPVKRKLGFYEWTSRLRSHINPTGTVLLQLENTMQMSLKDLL
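Human spleen homogenate (1 ug) as enzyme source, 4-methylumbelliferyl-alpha-D-galactopyranoside 1 mM final, citrate/phosphate pH 5.0 with 0.01% Tween-20. Compounds 40 min at 37C, NaOH/glycine stop; fluorescence Ex 365/Em 440, Hill-fit AC50.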
Tau ThT inhib – blocks human tau fibril formation measured by thioflavin T | hit rate 2.1% among 270,000 | recombinant tau K18 P301L, heparin-induced fibrillization, ThT fluorescence | Potency, µM (doses to about 57.4 µM), inactives show top-dose activity, negative = inhibition, actives largely listed as inhibitors | AID 1460 | P10636; note: % is set by controls: 0 for no effect and ±100 for the full control effect; nearly all actives have a fitted effect of over 55% in size
Target sequence (P10636 561-689 P618L limits assumed): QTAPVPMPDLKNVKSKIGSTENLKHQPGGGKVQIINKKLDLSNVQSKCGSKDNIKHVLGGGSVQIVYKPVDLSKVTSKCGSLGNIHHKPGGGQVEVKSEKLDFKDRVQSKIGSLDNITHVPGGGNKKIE
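Fibril formation assay: tau K18 P301L at 15 uM with trace Alexa 594 label, heparin inducer 20 uM, pH 7 sodium acetate buffer, 37 C for 6 hr; endpoint ThT signal.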
Tau fluor cs – counter-screen for tau fibril formation inhibitors | hit rate 0.93% among 280,000 | AID 1463 | tau K18 P301L Alexa594 fluorescence, heparin fibrillization | Potency, µM (series often up to 57.7 µM), inactives show at the top dose activity change, negative = decrease; note: % is set by controls: 0 for no effect and ±100 for the full control effect; nearly all actives have a fitted effect of over 55% in size
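Human tau K18 P301L (15 uM unlabeled, 0.24 uM Alexa 594-labeled) in 100 mM sodium acetate pH 7 with 20 uM heparin, 6 hr at 37 C. ThT 30 uM added, 1 hr ambient; Alexa 594 FP and total fluorescence read at 555/632 nm.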
Tau fibril FP – tau fibrillization inhibition (FP) | K18 P301L tau heparin fibrillization, Alexa594 FP, 6 h | Potency, µM (highest dose often 57.7 µM), without a hit: top-dose activity, negative = inhibition, actives largely listed as inhibitors | hit rate 0.39% among 280,000 | AID 1468; note: % is set by controls: 0 for no effect and ±100 for the full control effect; nearly all actives have a fitted effect of over 55% in size
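FP of Alexa 594-tau after heparin (20 uM) induction. Substrate: human K18 P301L, 15 uM unlabeled, 0.24 uM labeled. Buffer 100 mM sodium acetate pH 7. 6 hr, 37 C.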
Active calls of the source: *; & = joins results of further samples; [ ] = another dose, or the depositor's remark. Calls come from the whole dose curve; as a rule, active = well fitted curve in the direction sought with a large enough effect; inconclusive = small, poorly fitted or top-dose-only effect, or another doubt; inactive = no such curve, though single readings can be large; an effect the other way counts as inactive or inconclusive. Potency is the fitted concentration of half-maximal effect.

How did CCCC(NS(=O)(=O)c1ccc(OC)cc1)C(=O)O (stereo not drawn) do in these assays?
HTT ATP protect: 0%; GAA glycogen mod: -18%; GAA inhib: 5%; GAA spleen mod: 4%; GLA spleen mod: 5%; Tau ThT inhib: -7%; Tau fluor cs: -1%; Tau fibril FP: 7%

What do the screens show for `COc1cccc(-n2c(SCC(=O)N3c4ccccc4CC3C)nnc2-c2ccco2)c1` (stereo not drawn)?
HTT ATP protect: -29%; GAA glycogen mod: 9%; GAA inhib: -9%; GAA spleen mod: -8%; GLA spleen mod: -9%; Tau ThT inhib: -11%; Tau fluor cs: -2%; Tau fibril FP: 15%

How did CCOC(=O)c1cccc(NC(=O)CCCn2c(C)c3cnn(-c4ccccc4)c(=O)c3c2C)c1 do in these assays?
GAA glycogen mod: 1%[76.3 µM]; Tau ThT inhib: -17%; Tau fluor cs: inconclusive; Tau fibril FP: 2%

What do the screens show for `Cc1ccc(S(=O)(=O)NCCCNC(=O)N2CCOCC2)cc1`?
HTT ATP protect: -10%; GAA glycogen mod: 4%; GAA inhib: -4%; GAA spleen mod: -2%; GLA spleen mod: -5%; Tau ThT inhib: 7%; Tau fluor cs: 10%; Tau fibril FP: 2%

What do the screens show for `CC(C)CC(=O)NC(=S)Nc1ccc(S(=O)(=O)NC(C)(C)C)cc1`?
HTT ATP protect: 8%[10 µM]; GAA glycogen mod: 2%; GAA inhib: 5%; GAA spleen mod: -14%; GLA spleen mod: 4%; Tau ThT inhib: 10%; Tau fluor cs: -3%; Tau fibril FP: 1%

How did Cc1nn(C(C)C(=O)Nc2ccccc2C(F)(F)F)c(=O)c2c1sc1ccccc12 (stereo not drawn) do in these assays?
GAA glycogen mod: -16%[76.3 µM]; Tau ThT inhib: inconclusive; Tau fluor cs: -19%; Tau fibril FP: -5%

What do the screens show for `Cc1occc1C(=O)Nc1cc(=O)n(C)c(=O)n1C`?
HTT ATP protect: -8%; GAA glycogen mod: 0%; GAA inhib: -20%; GAA spleen mod: -7%; GLA spleen mod: 2%; Tau ThT inhib: -7%; Tau fluor cs: 7%; Tau fibril FP: 3%

What do the screens show for `COC(=O)C1=C(C(=O)OC)C(c2ccccc2O)c2sc(=O)[nH]c2S1` (stereo not drawn)?
HTT ATP protect: 11%[10 µM]; GAA glycogen mod: -10%; GAA inhib: 11%; GAA spleen mod: 0%; GLA spleen mod: 5%; Tau ThT inhib: 25µM*; Tau fluor cs: -20%; Tau fibril FP: 3%

Results for COc1ccc(-c2csc(NNC3=NCCCCC3)n2)cc1 ?
HTT ATP protect: -32%[10 µM]; GAA glycogen mod: 8%; GAA inhib: 5%; GAA spleen mod: 1%; GLA spleen mod: -4%; Tau ThT inhib: 25µM*; Tau fluor cs: -22%; Tau fibril FP: inconclusive

How did Cc1nn(-c2ccccc2)cc1/C=N/NC(N)=S do in these assays?
HTT ATP protect: 1%[10 µM]; GAA glycogen mod: -3%; GAA spleen mod: -4%; GLA spleen mod: -1%; Tau ThT inhib: -8%; Tau fluor cs: -8%; Tau fibril FP: 0%

What do the screens show for `CCCS(=O)(=O)Nc1cc(-c2cn3cccc(C)c3n2)ccc1C`?
GAA glycogen mod: 1%[76.3 µM]; Tau ThT inhib: 9%; Tau fluor cs: 5%; Tau fibril FP: 4%

What do the screens show for `O=C(CSc1nc2ccccc2c(=O)n1Cc1ccc(F)cc1)NCc1cccs1`?
HTT ATP protect: -4%[10 µM]; GAA glycogen mod: -1%; GAA inhib: 9%; GAA spleen mod: 4%; GLA spleen mod: 1%; Tau ThT inhib: -2%; Tau fluor cs: -23%; Tau fibril FP: inconclusive

How did Cc1ccc(NC(=O)c2oc3ccccc3c2NC(=O)C2CCCCC2)cc1 do in these assays?
GAA glycogen mod: -13%[76.3 µM]; Tau ThT inhib: -15%; Tau fluor cs: inconclusive; Tau fibril FP: inconclusive

How did COc1cc(NC(=O)CC2NCCNC2=O)cc(OC)c1 (stereo not drawn) do in these assays?
HTT ATP protect: 5%; GAA glycogen mod: -4%; GAA inhib: -1%; GAA spleen mod: 4%; GLA spleen mod: 3%; Tau ThT inhib: -18%; Tau fluor cs: -8%; Tau fibril FP: 6%

What do the screens show for `COc1ccc(NC(=O)c2oc3ccccc3c2NC(=O)c2cccc(F)c2)c(OC)c1`?
GAA glycogen mod: -10%[76.3 µM]; Tau ThT inhib: 4%; Tau fluor cs: inconclusive; Tau fibril FP: -17%

Results for C=C(C)c1nc2cc(OC)c(OC)cc2c(=O)o1 ?
HTT ATP protect: -12%; GAA glycogen mod: 2%; GAA inhib: -2%; GAA spleen mod: 2%; GLA spleen mod: 8%; Tau ThT inhib: -10%; Tau fluor cs: -3%; Tau fibril FP: 8%

Results for O=[N+]([O-])c1cc2c(c(CSc3nnnn3-c3ccc(O)cc3)c1)OCOC2 ?
HTT ATP protect: -5%[10 µM]; GAA glycogen mod: -2%; GAA inhib: 1%; GAA spleen mod: 2%; GLA spleen mod: 2%; Tau ThT inhib: 5%; Tau fluor cs: inconclusive; Tau fibril FP: -5%

Results for CC(C)c1nc(SCc2ccccn2)c2c(=O)n(C)c(=O)n(C)c2n1 ?
HTT ATP protect: 9%; GAA glycogen mod: -1%; GAA inhib: 0%; GAA spleen mod: -4%; GLA spleen mod: -7%; Tau ThT inhib: -10%; Tau fluor cs: 2%; Tau fibril FP: 5%

What do the screens show for `O=C(O)C1CSC(c2ccncc2)N1` (stereo not drawn)?
HTT ATP protect: -11%[10 µM]; GAA glycogen mod: 16%; GAA inhib: -8%; GAA spleen mod: -3%; GLA spleen mod: 6%; Tau ThT inhib: inconclusive; Tau fluor cs: -11%; Tau fibril FP: inconclusive

How did CCOC(=O)CSc1nc2c(c(=O)n(Cc3ccccc3Cl)c(=O)n2C)n1C do in these assays?
HTT ATP protect: 19%; GAA glycogen mod: -2%; GAA inhib: 0%; GAA spleen mod: 5%; GLA spleen mod: 1%; Tau ThT inhib: -9%; Tau fluor cs: -8%; Tau fibril FP: -2%

How did Cc1nc(N=Nc2cc(S(=O)(=O)O)c3cc([N+](=O)[O-])cc(S(=O)(=O)O)c3c2)c(COP(=O)(O)O)c(C=O)c1O do in these assays?
HTT ATP protect: -62%; GAA spleen mod: 1%&-7%&18%; GLA spleen mod: 3%&-6%&32%; Tau ThT inhib: 8.9µM*; Tau fluor cs: 14µM*[quencher]; Tau fibril FP: 20µM*

What do the screens show for `CC(=O)NC(O)C(=O)c1ccccc1` (stereo not drawn)?
HTT ATP protect: -20%; GAA glycogen mod: -8%; GAA inhib: 0%; GAA spleen mod: 8%; GLA spleen mod: -2%; Tau ThT inhib: -6%; Tau fluor cs: 2%; Tau fibril FP: -1%

What do the screens show for `Cc1ccccc1NC(=O)/C=C/c1cccc(C(F)(F)F)c1`?
HTT ATP protect: -2%; GAA glycogen mod: 0%; GAA inhib: 0%; GAA spleen mod: 1%; GLA spleen mod: -1%; Tau ThT inhib: -12%; Tau fluor cs: -7%; Tau fibril FP: -4%

How did O=C(Oc1ccc(-c2nnco2)cc1)N1CCOCC1 do in these assays?
HTT ATP protect: 10%[10 µM]; GAA glycogen mod: 3%; GAA inhib: 3%; GAA spleen mod: -2%; GLA spleen mod: -4%; Tau ThT inhib: -1%; Tau fluor cs: 1%; Tau fibril FP: -7%

Results for COc1cc(NC(=O)c2cccc(Cl)c2)c(OC)cc1NC(=O)CN1CCOCC1 ?
HTT ATP protect: 31%; GAA glycogen mod: 1%; GAA inhib: 3%; GAA spleen mod: 2%; GLA spleen mod: -5%; Tau ThT inhib: -18%; Tau fluor cs: -22%; Tau fibril FP: 5%

What do the screens show for `CCc1nnc(NC(=O)c2nc(SCc3cccc(C)c3)ncc2Cl)s1`?
GAA glycogen mod: 10%[76.3 µM]; Tau ThT inhib: inconclusive; Tau fluor cs: -22%; Tau fibril FP: 10%

What do the screens show for `CCOC(=O)CNc1c(-c2ccc(F)cc2)nc2cnccn12`?
HTT ATP protect: 1%; GAA glycogen mod: 12µM*; GAA inhib: 8%; GAA spleen mod: -10%; GLA spleen mod: 11%; Tau ThT inhib: -2%; Tau fluor cs: -9%; Tau fibril FP: 0%

How did O=C(O)CCN1C(=O)c2ccc(NC(=O)C(c3ccccc3)c3ccccc3)cc2C1=O do in these assays?
HTT ATP protect: -3%[10 µM]; GAA glycogen mod: 1%; GAA spleen mod: -11%; GLA spleen mod: -2%; Tau ThT inhib: -8%; Tau fluor cs: -9%; Tau fibril FP: 5%

Results for CC(=O)Nc1ccc(NS(=O)(=O)C(F)(F)F)cc1 ?
HTT ATP protect: -3%; GAA glycogen mod: 5%; GAA inhib: -5%; GAA spleen mod: -14%; GLA spleen mod: -1%; Tau ThT inhib: -10%; Tau fluor cs: -3%; Tau fibril FP: 1%

What do the screens show for `Clc1ccccc1CNCC1CCC(CNCc2ccccc2Cl)CC1` (stereo not drawn)?
HTT ATP protect: -81%[inhibitor]; GAA spleen mod: 2%; GLA spleen mod: -4%; Tau ThT inhib: 6%; Tau fluor cs: 0%; Tau fibril FP: -2%

How did Cc1ccc(NC(=O)CN2C(=O)C3CC=CCC3C2=O)cc1S(=O)(=O)N1CCOCC1 (stereo not drawn) do in these assays?
HTT ATP protect: 4%; GAA glycogen mod: -12%; GAA inhib: 2%; GAA spleen mod: 5%; GLA spleen mod: 3%; Tau ThT inhib: -3%; Tau fluor cs: -9%; Tau fibril FP: -13%

No enrichment for hits, and some 3.3% of all compounds hit somewhere here.
